TrxR1 substrate – substrates of rat thioredoxin reductase 1 | O89049 | purified TrxR1 substrate turnover, NADPH consumption readout | Potency, µM (titrated, usually from 114 µM), inactives show at the highest dose activity change, negative = substrate turnover | 390,000 compounds, 0.01% hits | AID 588456; further: potency means the concentration at half of the fitted maximal effect; on the % scale 0 is the no-effect control and ±100 the full control effect; nearly all actives have a fitted effect of over 50% in size
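Rat TrxR1, dispensed at 90 nM, was prereduced with 400 uM NADPH (final) for 5 min at ~22 deg C, then incubated with compound 15 min before 400 uM selenite. A first-read NADPH fluorescence drop versus no-compound background flagged substrates.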
mIDH1 inhibitor – inhibitors of human mutant IDH1 R132H | O75874 | 390,000 compounds, 0.093% hits | Potency, µM (titrated, usually from 76.6 µM), without a hit: top-dose activity change, negative = inhibition, hits mostly inhibitors | IDH1-R132H enzyme, NADPH consumption, diaphorase/resazurin fluorescence; further: potency means the concentration at half of the fitted maximal effect; on the % scale 0 is the no-effect control and ±100 the full control effect; nearly all actives have a fitted effect of over 65% in size
Target sequence (O75874 whole entry R132H, stated change not applied): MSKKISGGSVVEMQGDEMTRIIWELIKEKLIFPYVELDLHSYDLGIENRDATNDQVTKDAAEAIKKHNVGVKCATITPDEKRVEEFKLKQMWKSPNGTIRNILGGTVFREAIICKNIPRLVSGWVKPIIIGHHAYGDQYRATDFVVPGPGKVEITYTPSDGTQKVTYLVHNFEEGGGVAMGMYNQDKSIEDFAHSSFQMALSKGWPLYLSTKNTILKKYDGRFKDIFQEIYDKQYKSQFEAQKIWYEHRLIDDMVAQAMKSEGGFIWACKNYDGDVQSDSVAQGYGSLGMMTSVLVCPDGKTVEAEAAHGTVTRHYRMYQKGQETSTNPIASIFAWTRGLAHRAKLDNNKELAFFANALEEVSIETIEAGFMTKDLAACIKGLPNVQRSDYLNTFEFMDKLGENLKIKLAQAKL
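IDH1-R132H (0.5 ug/mL dispensed) in pH 7.5 Tris buffer was preincubated 30 min with compound, then given a substrate mix of 0.016 mM NADPH and 2 mM alpha-KG for 80 min at room temperature; remaining NADPH was read by diaphorase/resazurin fluorescence.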
HP1b binding inh – HP1-beta chromodomain-methylated histone interaction inhibition | P83916 | AlphaScreen HP1-beta / biotin-H3K9me3 peptide binding | Potency, µM (highest dose often 114 µM), inactives show top-dose activity change, negative = inhibition, most hits filed as inhibitors | 390,000 compounds, 0.56% hits; further: potency means the concentration at half of the fitted maximal effect; nearly all actives have a fitted effect of over 70% in size; inactives centre near 23
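AlphaScreen: HP1-beta (50 nM) preformed 30 min with biotin-H3(1-18)K9me3 peptide (50 nM) in PBS pH 7.4, 0.01% Tween-20. Compound added for 30 min at RT, then streptavidin donor/nickel chelate acceptor beads (10 ug/mL) for 30 min.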
PI4K2A block – PI4K2A (human) kinase inhibition | Q9BTU6 | purified PI4K2A, ADP-Glo luminescence, 1 h; stronger effect = lower value | activity change, negative = inhibition, % at 76.9 µM | 420,000 compounds, 0.13% hits; in the data active means activity change below about -50%; inconclusive means mostly about -30% to -49%;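 further: -100% = wells without enzyme as full effect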
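In this quantitative HTS, ADP production by PI4K2A was quantified luminescently after 1 h at ambient temperature; 100 microM adenosine served as plate-quality control.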
GLS inhibitor – blocks human kidney-isoform glutaminase activity; AID 624170; Potency, µM (top dose mostly 45.5 µM), inactives show at the highest dose activity change, negative = inhibition, most hits filed as inhibitors; GLS enzymatic activity, qHTS titration; O94925; 410,000 compounds, 0.21% hits; further: potency means the concentration at half of the fitted maximal effect; on the % scale 0 is the no-effect control and ±100 the full control effect
Target sequence (O94925 whole entry, looked up, canonical isoform): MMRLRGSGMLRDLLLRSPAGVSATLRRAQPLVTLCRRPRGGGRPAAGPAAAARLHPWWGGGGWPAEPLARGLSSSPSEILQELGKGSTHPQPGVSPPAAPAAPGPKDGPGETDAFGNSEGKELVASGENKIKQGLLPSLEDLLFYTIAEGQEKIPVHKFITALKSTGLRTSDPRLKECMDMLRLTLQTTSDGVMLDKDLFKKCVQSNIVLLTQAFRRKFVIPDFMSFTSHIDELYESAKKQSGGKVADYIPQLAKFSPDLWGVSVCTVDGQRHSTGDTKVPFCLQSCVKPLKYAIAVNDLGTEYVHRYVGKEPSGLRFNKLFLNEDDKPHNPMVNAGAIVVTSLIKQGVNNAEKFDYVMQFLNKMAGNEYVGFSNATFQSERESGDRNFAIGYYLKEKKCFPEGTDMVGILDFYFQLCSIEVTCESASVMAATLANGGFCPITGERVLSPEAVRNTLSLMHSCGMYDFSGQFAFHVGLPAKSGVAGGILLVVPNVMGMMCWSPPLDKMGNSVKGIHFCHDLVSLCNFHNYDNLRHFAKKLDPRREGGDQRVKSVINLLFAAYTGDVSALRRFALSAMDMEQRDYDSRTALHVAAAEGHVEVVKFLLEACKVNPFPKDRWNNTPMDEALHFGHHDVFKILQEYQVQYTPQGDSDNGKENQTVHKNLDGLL
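Read-out is an Amplex red fluorescence increase coupled through glutamate oxidase and HRP, measured before and after 30 min room-temperature incubation. hKGA is in 45 mM KH2PO4 (pH 8.2) with 0.02% Tween-20; glutamine added as 1mM solution.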
Tb PGK inh – inhibitors of T. brucei phosphoglycerate kinase; P07378; PGK/GAPDH coupled, Kinase-Glo luminescence, 60 min; Potency, µM (top dose mostly 57.5 µM), inactives show top-dose activity change, negative = inhibition, actives largely listed as inhibitors; 380,000 compounds, 0.043% hits; AID 602233; further: potency means the concentration at half of the fitted maximal effect; on the % scale 0 is the no-effect control and ±100 the full control effect; nearly all actives have a fitted effect of over 60% in size
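Luminescent ATP detection (Kinase-Glo Plus) follows a 60-minute room-temperature incubation, with wells lacking PGK as controls. Buffer: 100 mM TEA (pH 7.6), 5 mM MgCl2, 0.01% Tween-20. Coupling enzyme GAPDH (100 nM final) supplies unstable 1,3-BPG in-well.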
Pin1 inhibitor – inhibitors of human Pin1. Q13526. Pin1 FP peptide displacement, HiFluor488, 10 min. Potency, µM (highest dose often 115 µM), for inactives: top-dose activity, negative = inhibition, most hits filed as inhibitors. 390,000 compounds, 0.009% hits. AID 504891; active means well fitted inhibition curve with a large enough effect in the polarisation, with a control signal flat, not every such curve was filed as active; inconclusive means small, poorly fitted or top-dose-only effect, or effect the other way, or a change in a side signal; inactive means no such curve, though single readings can be large or run the other way; the % refers to the polarisation; further: potency means the concentration at half of the fitted maximal effect; on the % scale 0 is the no-effect control and ±100 the full control effect
TrxR1 inh – blocks rat thioredoxin reductase 1. recombinant rTrxR1, NADPH fluorescence consumption, selenite substrate. Potency, µM (doses to about 114 µM), inactives show top-dose activity change, negative = inhibition, most hits filed as inhibitors. 390,000 compounds, 1% hits; further: potency means the concentration at half of the fitted maximal effect; on the % scale 0 is the no-effect control and ±100 the full control effect; nearly all actives have a fitted effect of over 65% in size
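Rat TrxR1 (90 nM in the dispensed reagent) was pre-reduced with 400 uM NADPH for 5 min at room temperature, then incubated with compound for 15 min. After 400 uM selenite was added, NADPH fluorescence (Ex 340/Em 450 nm) was followed for 8 min.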
USP1 inh – USP1/UAF1 (human) deubiquitinase inhibition | O94782 | recombinant USP1/UAF1, Ub-Rhodamine cleavage fluorescence | Potency, µM (top dose mostly 57.1 µM), for the others: at the top dose activity change, negative = inhibition, most hits filed as inhibitors | 390,000 compounds, 0.23% hits; further: potency means the concentration at half of the fitted maximal effect; on the % scale 0 is the no-effect control and ±100 the full control effect; nearly all actives have a fitted effect of over 60% in size; inactives centre near -12
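Step one: compound is pinned into 1nM USP1/UAF1 in HEPES pH 7.8 buffer with TCEP. Step two: 15 min room-temperature incubation. Step three: Ub-Rho (150nM final) starts cleavage, tracked by fluorescence over six one-minute reads.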
The depositor's hits bear a star; i = inactive; u = inconclusive; x = not tested or not shown; [ ] = dose if it differs, or a comment. Unless noted, the call rests on the fitted dose curve; in most records, active means well fitted curve in the direction sought with a large enough effect; inconclusive means small, poorly fitted or top-dose-only effect, or another doubt; inactive means no such curve, though single readings can be large; an effect the other way counts as inactive or inconclusive. Not all compounds are listed. The share of hits here may be higher or lower than overall.

Order of results – TrxR1 substrate	mIDH1 inhibitor	HP1b binding inh	PI4K2A block	GLS inhibitor	Tb PGK inh	Pin1 inhibitor	TrxR1 inh	USP1 inh
> CC(=O)c1ccc(O[C@@H]2O[C@H](CO)[C@@H](O)[C@H](O)[C@H]2O)cc1
    2%	13%	41%[activator]	0	-2%	-5%	0%	-2%	-18%
> COc1ccc(-n2nc3c(N4CCC(C(=O)N5CCCCCC5)CC4)nnc(C)c3c2C)cc1
    0%	-9%	11%	-3	-16%	-9%	27%	4%	-8%
> Cc1ccc2nc(NC(=O)C3=NN(c4ccccc4)C(=O)CC3)sc2c1
    0%	-10%	24%	-3	-1%	-3%	-1%	11%	-20%
> CCn1c(C(=O)Nc2ccccc2C(=O)OC)cc2sc(Cl)cc21
    23%	5%	119%[activator]	2	-6%	-11%	-1%	-1%	-8%
> CC1CCN(Cc2cnc(Cl)s2)CC1
    -4%	-2%	28%	5	-9%	-7%	7%	6%[57.1 µM]	-11%
> Cc1ccc(C(=O)CSc2ncnc3ccccc23)o1
    0%	2%	-2%	-6	-2%	1%	2%	9%	-18%
> COCCCNC(=O)c1ccc(Cn2c(SCc3cccc(C)c3)nc3cccnc32)cc1
    12%	-14%	-4%	-9	4%	-1%	-3%	7%	-10%
> CS(=O)(=O)c1ccc(NC(=O)c2ccc3c(c2)S(=O)(=O)N=C2CCCCCN23)cc1
    0%	9%	21%	5	-3%	-4%	6%	4%	-19%
> O=c1oc2ccccc2c(NC2CCCCC2)c1NS(=O)(=O)c1ccc(Cl)cc1
    -1%	-6%	11%[57 µM]	-2	55%[activator]	-6%	u	29%	-22%
> CCCCc1c(O)nc(SC2CC(=O)N(c3ccc(C(=O)OCC)cc3)C2=O)[nH]c1=O (configuration not stated)
    -5%	-10%	40%[activator]	-3	6%	-8%	5%	-19%	-4%
> CCOc1ncccc1C(=O)OC(C)C(=O)Nc1ccc(CC)cc1 (configuration not stated)
    2%	-1%	33%	4	-4%	-9%	3%	20%[57.1 µM]	-11%
> Cc1ccc(N2CC(NC(=O)N3CCN(C(=O)c4ccco4)CC3)CC2=O)cc1 (configuration not stated)
    2%	-1%	17%	1	7%	5%	-9%	11%	-11%
> COc1ccc(NC(=O)Nc2ccccc2SC)c(OC)c1
    -9%[57.1 µM]	7%	39%[activator]	0	6%	i	6%	26%[57.1 µM]	-15%
> CCOc1ccc(S(=O)(=O)Nc2ccc3oc(C)c(C(=O)OC(C)C)c3c2)cc1
    0%[57.1 µM]	-1%	31%	-4	-4%	-6%	2%	16%[57.1 µM]	u
> Cc1ccc(OCCCCn2c(CO)nc3ccccc32)cc1
    -8%	1%	19%	-4	20%	-8%	-11%	7%	-10%
> COc1ccc(C2C(C(C)=O)=C(O)C(=O)N2c2cccnc2)c(OC)c1 (configuration not stated)
    -12%	-1%	16%	-5	15%	0%	4%	-23%	3%
> O=C1c2ccccc2C(=O)N1N(c1ccccc1)c1ccccc1
    -2%	3%	-14%	2	17%	9%	-13%	9%	-10%
> O[C@@H]1C[C@H](c2ccc(Cl)cc2)N(CC2CCCCC2)C[C@H]1n1cc(C2CC2)nn1
    x	-11%	x	6	-5%	-4%	x	x	-7%
> O=c1c2oc3ccccc3c2ncn1Cc1ccc(F)cc1
    -8%	-2%	39%	2	19%	6%	12%	-9%	-5%
> COc1ccc(NC(=O)CN2CCC(C(N)=O)(N3CCCCC3)CC2)c(OC)c1
    5%[57.1 µM]	0%	5%	-1	0%	-5%	4%	17%[57.1 µM]	-11%

Order of results – TrxR1 substrate	mIDH1 inhibitor	HP1b binding inh	PI4K2A block	GLS inhibitor	Tb PGK inh	Pin1 inhibitor	TrxR1 inh	USP1 inh
> COC(=O)CCCC1=CC2=C(c3ccccc3)C(=O)C(C)(OC(=O)C3CCCC3)C(=O)C2=CN1Cc1ccco1 (configuration not stated)
    -3%	-9%	-6%	-2	-2%	5%	-10%	-14%	u
> Cc1ccc[n+](-c2nc([O-])sc2/C=N/Nc2ccc([N+](=O)[O-])cc2)c1
    -5%	-3%	4%	-2	-5%	-7%	u	-8%	-19%
> Cc1cc(NC(=O)NCc2ccccc2)c(=O)n(Cc2ccc(F)cc2)c1
    7%	18%	17%	-17	11%	-2%	u	1%	-9%
> CCOC(=O)N1CCC(NC(=O)C2CCCN(S(=O)(=O)c3ccc4c(c3)oc(=O)n4C)C2)CC1 (configuration not stated)
    5%	0%	26%	-3	6%	1%	-2%	0%	19%
> O=C(CSc1ccc2nnc(-c3ccccn3)n2n1)Nc1ccccc1
    18%	4%	4%	1	0%	-6%	-7%	24%	-2%
> c1ccc2c(c1)SCc1nnc(-c3ccncc3)n1-2
    -5%[57.1 µM]	4%	-6%	1	0%	-7%	1%	11%[57.1 µM]	-17%
> CCC(=O)NCCn1c(C)cc2ccccc21
    4%[57.1 µM]	19%	1%	1	2%	-5%	u	9%[57.1 µM]	-17%
> Cc1ccc(C)c(NS(=O)(=O)c2ccc(OCC(=O)NCC3CCCO3)cc2)c1 (configuration not stated)
    9%	15%	26%	-2	1%	4%	-1%	18%[57.1 µM]	-7%
> Cc1ccc([C@H]2C[C@H](O)[C@@H](n3cc(COC(=O)c4ccccc4)nn3)CN2C(=O)c2cccs2)cc1
    x	0%	x	-1	-1%	1%	x	x	-1%
> COc1cccc(C(=O)CSc2nnc(-c3ccco3)n2CC2CCCO2)c1 (configuration not stated)
    2%	2%	28%	5	-2%	0%	0%	-10%	-19%
> CN(C)c1ccc(-c2nc3cnccn3c2Nc2ccc3c(c2)OCCO3)cc1
    2%	-1%	u	1	-1%	-1%	-2%	13%	-13%
> COc1ccc(/C=N\N=C2/SC(CC(=O)O)C(=O)N2c2ccc(O)cc2)cc1OC (configuration not stated)
    -14%	2%	22%	3	7%	-8%	-9%	-19%	-14%
> Nc1nc(-c2cc3ccccc3o2)cs1
    4%	9%	-6%	0	0%	14%	2%	17%	-25%
> CCn1c(SCC(=O)c2ccc(OC)cc2)nnc1C(C)NC(=O)c1ccc(OC)cc1 (configuration not stated)
    -14%	-1%	25%	1	17%	-4%	-3%	-16%	-1%
> Cc1ccc(C(=O)C2(C)C3c4cc(Br)ccc4OC(=O)C32C(=O)c2ccco2)cc1 (configuration not stated)
    1%	2%	-7%	-5	-1%	-4%	18%	8%[0.457 µM]	-10%
> Cc1ccc(OCCC(=O)N(Cc2ccccc2)c2c(N)n(Cc3ccccc3)c(=O)[nH]c2=O)cc1
    -13%	-12%	22%	5	0%	0%	1%	-13%	2%
> CCc1nc(=O)c(-c2ccccc2)c(C)n1-c1ccccc1
    1%	-9%	18%	-10	-17%	-4%	0%	30%	-6%
> Cc1ccc(NS(=O)(=O)c2ccc(NC(=O)N3CCCC3)cc2)cc1C
    -2%[57.1 µM]	0%	26%[57 µM]	-12	0%	i	1%	16%[57.1 µM]	-3%
> CCC(C)NC(=O)CN(c1cc(C)cc(C)c1)S(=O)(=O)c1c(C)[nH]c(=O)[nH]c1=O (configuration not stated)
    0%	6%	29%	0	3%	9%	2%	7%	-7%
> CC(=O)Oc1ccc(/C(C)=N/N2CCN(Cc3ccc(C)cc3)CC2)cc1
    9%[57.1 µM]	9%	-7%	-2	1%	0%	-2%	11%[57.1 µM]	-9%

Order of results – TrxR1 substrate	mIDH1 inhibitor	HP1b binding inh	PI4K2A block	GLS inhibitor	Tb PGK inh	Pin1 inhibitor	TrxR1 inh	USP1 inh
> CN(CCCc1cnc[nH]1)C(=S)NCCCN(Cc1ccc(Cl)cc1)c1ccc(Br)cn1
    0%	x	u	x	x	x	u	17%	x
> CCCn1c(SCc2nc(-c3ccccc3C)no2)nnc1-c1ccc(Cl)cc1
    6%	-11%	59%[activator]	3	-3%	-4%	9%	30%	-20%
> CCOc1ccc(CCNC(=O)COC(=O)COc2ccc(C#N)cc2)cc1OCC
    -7%	2%	15%	-2	10%	7%	0%	-8%	3%
> Cc1ccnc(SCC(=O)N2CCN(c3cccc(Cl)c3)CC2)n1
    -2%[57.1 µM]	-6%	33%	-1	10%	i	-2%	5%[57.1 µM]	-1%
> O=C(NCc1ccco1)C1CCN(C(=O)c2ccc(Cl)cc2)CC1
    0%	-5%	23%	-2	5%	-6%	3%	13%	-4%
> CC(C(=O)Nc1ccc2c(c1)OCO2)N(C)CC(=O)Nc1ccc(Cl)cc1 (configuration not stated)
    0%	7%	u	1	1%	-2%	-14%	8%	0%
> CCCCC(c1nnnn1CCOC)N1CCN(C)CC1 (configuration not stated)
    -2%	-2%	9%	1	7%	-6%	u	-10%	2%
> CCN(CC)C(=O)C1CCN(CC2CC=CCC2)CC1 (configuration not stated)
    7%	7%	-58%	7	1%	-7%	5%	22%	0%
> O=C(Nc1ccc2c(c1)OCCO2)N1CCN(c2ccccc2)CC1
    0%	4%	11%	-6	x	1%	u	4%	-5%
> C=C(C)COc1ccc(-c2ncnc(C(F)(F)F)c2-c2ccc(OC)cc2)c(O)c1
    -5%	10%	0%	2	1%	-8%	10%	8%	-9%

Compound activity as filed in PubChem.
